TDP1 inh: qHTS Assay for Inhibitors of Tyrosyl-DNA Phosphodiesterase (TDP1). Potency, µM (titrated, usually from 130 µM), inactives show at the highest dose activity change, negative = inhibition, usual class: inhibitors. 350,000 compounds, 0.28% hits. recombinant TDP1, AlphaScreen DNA substrate cleavage. Tyrosyl-DNA phosphodiesterase 1 (Homo sapiens), Q9NUW8. AID 485290, 2010; further: nearly all actives have a fitted effect of over 40% in size
Target sequence (Q9NUW8 whole entry, looked up): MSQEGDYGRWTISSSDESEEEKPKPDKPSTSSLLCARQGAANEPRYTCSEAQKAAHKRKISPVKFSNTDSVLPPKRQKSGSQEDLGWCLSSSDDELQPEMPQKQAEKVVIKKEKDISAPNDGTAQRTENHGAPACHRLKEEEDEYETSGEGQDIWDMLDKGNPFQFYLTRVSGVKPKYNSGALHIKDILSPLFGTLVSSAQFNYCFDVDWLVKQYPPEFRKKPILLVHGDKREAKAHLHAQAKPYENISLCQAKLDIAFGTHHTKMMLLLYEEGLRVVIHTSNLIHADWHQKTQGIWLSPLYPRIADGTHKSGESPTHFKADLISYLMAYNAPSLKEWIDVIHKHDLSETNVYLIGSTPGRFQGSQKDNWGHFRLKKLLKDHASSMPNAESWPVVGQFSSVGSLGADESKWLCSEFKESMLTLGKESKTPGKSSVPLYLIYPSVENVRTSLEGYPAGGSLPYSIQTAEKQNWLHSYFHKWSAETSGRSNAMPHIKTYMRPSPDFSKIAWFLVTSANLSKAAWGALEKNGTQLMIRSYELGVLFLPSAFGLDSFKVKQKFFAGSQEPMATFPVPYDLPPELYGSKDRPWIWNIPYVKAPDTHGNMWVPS
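Signal: AlphaScreen proximity between streptavidin donor and anti-FITC acceptor beads on intact substrate. Reaction: Tdp1 1 nM, substrate 15 nM final, 5 min RT after 15 min compound preincubation.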
FEN1 inh: qHTS Assay for the Inhibitors of Human Flap endonuclease 1 (FEN1) | Potency, µM (titrated, usually from 114 µM), without a hit: at the highest dose activity change, negative = inhibition, hits mostly inhibitors | P39748 | 390,000 compounds, 0.35% hits | Recombinant FEN1 flap cleavage, fluorescence, 15 min | AID 588795, 2011; further: nearly all actives have a fitted effect of over 65% in size
Target sequence (P39748 whole entry, looked up): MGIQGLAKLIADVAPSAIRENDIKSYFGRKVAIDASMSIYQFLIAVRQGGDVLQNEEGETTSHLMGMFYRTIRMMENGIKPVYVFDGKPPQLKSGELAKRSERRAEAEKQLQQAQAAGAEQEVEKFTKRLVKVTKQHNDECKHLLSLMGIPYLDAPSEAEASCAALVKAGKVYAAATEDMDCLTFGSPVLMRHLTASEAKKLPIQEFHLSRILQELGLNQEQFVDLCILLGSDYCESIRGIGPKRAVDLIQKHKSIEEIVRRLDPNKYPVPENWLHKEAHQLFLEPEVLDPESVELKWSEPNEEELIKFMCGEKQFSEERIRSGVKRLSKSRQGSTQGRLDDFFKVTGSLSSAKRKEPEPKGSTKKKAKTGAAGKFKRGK
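FEN1 at 10 nM preincubated with compounds 15 min at room temperature, then flap DNA substrate added at 50 nM final. Signal read at 0 and 15 min; concentration-response fitted with four-parameter Hill equation.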
N370S GC mod: qHTS Assay for Inhibitors and Activators of N370S glucocerebrosidase as a Potential Chaperone Treatment of Gaucher Disease; Lysosomal acid glucosylceramidase (Homo sapiens), P04062; N370S GC spleen homogenate, 4MU-glucoside fluorescence; Potency, µM (series often up to 59.4 µM), without a hit: top-dose activity change, negative = inhibition, actives largely listed as inhibitors; 330,000 compounds, 0.092% hits; AID 2101, 2009;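 further: 0% = full enzyme activity and -100% = no enzyme basal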
Active calls of the source: *; & = joins results of further samples; [ ] = dose if it differs, or a comment. The call rests on the fitted dose curve; in most records, active means well fitted curve in the direction sought with a large enough effect; inconclusive means small, poorly fitted or top-dose-only effect, or another doubt; inactive means no such curve, though single readings can be large; an effect the other way counts as inactive or inconclusive. Unless noted, on the % scale 0 is the no-effect control and ±100 the full control effect; potency means the concentration at half of the fitted maximal effect. Compounds were not picked by outcome; 0.53% or so of the library scored in one or more.

For COc1ccc(Cn2c(SC)nc3ccccc32)cc1[N+](=O)[O-] the results were TDP1 inh -2%, FEN1 inh -17% and N370S GC mod 23%.
For Cc1onc(-c2ccccc2)c1C(=O)N1CCN(C(=O)c2ccco2)CC1 the results were TDP1 inh 6%, FEN1 inh 13% and N370S GC mod -14%.
O=C(Cc1cccs1)NCc1ccncc1 was read as TDP1 inh 5%, FEN1 inh 1% and N370S GC mod 2%.
`CCOc1c(Br)cc(C2CC(=O)Nc3cc(OC)c(OC)cc32)cc1OC` (stereo not given) gave TDP1 inh 7%, FEN1 inh 0% and N370S GC mod 0%.
For CCCn1c(=O)c2ccccc2n2c(SCCOc3ccccc3)nnc12 the results were TDP1 inh -2%, FEN1 inh 9% and N370S GC mod 5%.
Cc1ccccc1C(=O)Nc1ccccc1-c1nc(-c2ccccc2)no1 was read as TDP1 inh 6% and FEN1 inh 22%.
Screening COCCCNC(=S)Nc1ccc2nc3n(c(=O)c2c1)CCCCC3 returned TDP1 inh 0%, FEN1 inh 1% and N370S GC mod 3%.
Screening COc1ccc(Cl)cc1NC(=O)N1CCC(C)CC1 returned TDP1 inh -2%, FEN1 inh -13% and N370S GC mod 26%.
CC(=O)c1ccc(Sc2ccccc2)cc1 was read as TDP1 inh 0%, FEN1 inh -17% and N370S GC mod 3%.
For O=C(O)C1=CC[C@@H](c2ccc(Cl)cc2)N(S(=O)(=O)c2ccc(Cl)cc2)[C@H]1c1ccc(Br)cc1 the results were TDP1 inh -14% and FEN1 inh -2%.
Screening O=c1c(C/C=C/c2ccccc2)c(O)ccn1CCc1c[nH]c2ccccc12 returned TDP1 inh -5%, FEN1 inh 12% and N370S GC mod 5%.
For COc1ccc(NC(=O)[C@H](C)NC(=O)C2CCN(S(=O)(=O)c3ccc(C)cc3)CC2)cc1OC the results were TDP1 inh 1%, FEN1 inh 13% and N370S GC mod -7%.
Screening Fc1ccc(-n2c(-c3ccco3)nc3nc4ccccc4nc32)cc1 returned TDP1 inh -4%, FEN1 inh 0% and N370S GC mod 24%.
COCCCNC(=O)C[C@H]1C[C@H](C(=O)N2CCCCC2)[C@@]2(C)c3[nH]c4ccc(Cl)cc4c3CCN2C1=O was read as TDP1 inh -2%[56.1 µM] and FEN1 inh -3%.
`CC1CCCC(C)N1C(=O)Cn1c(SCC(=O)Nc2ccc3c(c2)OCO3)nc2ccccc21` (stereo not given) gave TDP1 inh 3%, FEN1 inh 6% and N370S GC mod 6%.
`Cc1ccc(NC2=NC(C(=O)Nc3ccc(C)c(C)c3)CC(=O)N2)cc1` (stereo not given) gave TDP1 inh 1%, FEN1 inh -12% and N370S GC mod -18%.
`N#Cc1cccc(Nc2c3c(nc4ccccc24)CCC3)c1` gave FEN1 inh -6% and N370S GC mod -4%.
Screening COc1cccc(C2=CC(=O)CC(C)(C)C2)c1OC returned TDP1 inh 0% and FEN1 inh 18%.
Screening CCc1ccc(C(=O)CN2CCSC2=N)cc1 returned TDP1 inh 10%, FEN1 inh 19% and N370S GC mod 17%.
For COc1ccccc1CNC(=O)CN(C)CC(=O)Nc1ccccc1Br the results were TDP1 inh 1% and FEN1 inh -2%.
`COc1ccc(NC(=O)CN(c2ccccc2)S(=O)(=O)N(C)C)cc1OC` gave TDP1 inh -11%, FEN1 inh 10% and N370S GC mod 1%.
`O=C(NC(=S)Nc1ccc(S(=O)(=O)N2CCCCC2)cc1)c1ccc(Cl)cc1` gave TDP1 inh -8% and FEN1 inh 10%.
For CC(C)CC(=O)Nc1nnc(S(=O)(=O)Nc2ccccc2)s1 the results were FEN1 inh -17% and N370S GC mod 7%.
Screening N#Cc1c(NC(=O)COC(=O)c2ccc(S(=O)(=O)N3CCCC3)cc2)sc2c1CCCCC2 returned TDP1 inh 3%, FEN1 inh 14% and N370S GC mod 8%.
`COc1cc2c(cc1OC)C(C)N(S(=O)(=O)c1cccs1)CC2` (stereo not given) gave FEN1 inh -22% and N370S GC mod -3%.
Screening Cc1ccc(SCCNC(=O)/C=C/c2ccccc2Cl)cc1 returned TDP1 inh -8%, FEN1 inh -2% and N370S GC mod 6%.
Screening CC1Sc2ccc(S(=O)(=O)CCC(=O)N3CCN(c4ccccc4F)CC3)cc2NC1=O (stereo not given) returned TDP1 inh 7%, FEN1 inh 0% and N370S GC mod -9%.
`Cc1cccc(-n2nnc(C(=O)NCc3ccc4c(c3)OCO4)c2N)c1` gave TDP1 inh 10%, FEN1 inh -19% and N370S GC mod -1%.
`CCOc1cccc2sc(Nc3nc4ccc(NC(C)=O)cc4s3)nc12` gave TDP1 inh -3%, FEN1 inh 2% and N370S GC mod 3%.
`CCc1ccc2occ(CC(=O)NCc3ccccc3)c2c1` gave TDP1 inh 5% and FEN1 inh -21%.
`CCOc1ccccc1NC(=O)CN1Cc2ccccc2C1=O` gave TDP1 inh 7% and FEN1 inh 1%.
For O=C(CNC(=O)c1ccccc1F)N/N=C/c1cccs1 the results were FEN1 inh 14% and N370S GC mod 5%.
Screening COn1c(SC(C)C)nc2ccccc2c1=O returned TDP1 inh 0%, FEN1 inh -15% and N370S GC mod -5%.
For Cc1cc(C)c2c(CC(=O)N(Cc3ccc(N(C)C)cc3)Cc3ccco3)coc2c1 the results were TDP1 inh 11% and FEN1 inh -12%.
`CN(C(=O)c1ccc(NC(=O)Cc2cccc([N+](=O)[O-])c2)cc1)C1CC1` gave TDP1 inh 3% and FEN1 inh 27%.
O=C(CNC(=O)c1ccccc1)NCCc1nc2ccccc2[nH]1 was read as TDP1 inh -2%, FEN1 inh -4% and N370S GC mod 3%.
Screening CN1CCN(c2ncc3c(n2)CCN(Cc2ccccc2Cl)C3)CC1 returned TDP1 inh -1% and FEN1 inh -9%.
`CCOc1ccc(-c2nnc(NC(=O)Cc3cc(OC)c(OC)c(OC)c3)o2)cc1` gave FEN1 inh 17% and N370S GC mod -6%.
`CC(C)(C)c1ccc(C(CC(=O)O)NC(=O)c2ccccc2F)cc1` (stereo not given) gave TDP1 inh -14%, FEN1 inh -7% and N370S GC mod -2%.
CC(C)(C)c1cc2cccnc2n1Cc1ccccc1 was read as TDP1 inh -2%, FEN1 inh -10% and N370S GC mod 2%.
Screening CCCCN(Cc1cc2ccccc2[nH]c1=O)S(=O)(=O)c1ccc(C)cc1 returned FEN1 inh -1% and N370S GC mod inconclusive.
`CCOC(=O)NC(NCc1ccccc1)(C(F)(F)F)C(F)(F)F` gave TDP1 inh 1%, FEN1 inh 10% and N370S GC mod 3%.
`C[C@@H]1C(c2ccc(F)cc2)=NN(c2ccccc2)[C@H]1C(=O)N1CCOC1=O` gave TDP1 inh -5%[56.1 µM], FEN1 inh -5% and N370S GC mod 7%[89.1 µM].
`O=C(COc1ccc(-n2cnnn2)cc1)NCCc1ccc(F)cc1` gave TDP1 inh 0%, FEN1 inh 7% and N370S GC mod -1%.
For Cc1nnsc1C(=O)Nc1ccccc1Cl the results were TDP1 inh 8%, FEN1 inh -13% and N370S GC mod -3%.
COc1cccc(/C=C/C(=O)OCC(=O)NCC2CCCO2)c1 (stereo not given) was read as TDP1 inh 2%, FEN1 inh 9% and N370S GC mod -20%.
Cc1ccc(CNC(=O)CCC2CCCN(Cc3cccc4c3OCO4)C2)o1 (stereo not given) was read as FEN1 inh -2% and N370S GC mod -5%.
For CN(CC(=O)N1CCOCC1)S(=O)(=O)c1cc(Cl)ccc1Cl the results were TDP1 inh 5%[0.0935 µM], FEN1 inh -4% and N370S GC mod -13%.
For CC(=C1C(=O)c2ccccc2C1=O)N1CCN(C/C=C/c2ccccc2)CC1 the results were TDP1 inh 0%, FEN1 inh -2% and N370S GC mod -5%.
Screening O=C(O)/C=C(\Oc1ccccc1)C1(O)CCCCC1 returned TDP1 inh 2%, FEN1 inh 0% and N370S GC mod -1%.
Cc1ccc2[nH]c(CSc3nnc(NC(=O)c4ccc(Cl)cc4)s3)cc(=O)c2c1 was read as TDP1 inh 8% and FEN1 inh 0%.
Screening O=C(N1CCOCC1)N1CCN(S(=O)(=O)c2ccc(Cl)cc2)C1 returned TDP1 inh 11%, FEN1 inh 5% and N370S GC mod -4%.
Cc1oc(-c2cccc(Cl)c2)nc1CN1CCC(C(=O)NCCCN2CC(C)CC(C)C2)CC1 (stereo not given) was read as TDP1 inh 3%, FEN1 inh 5% and N370S GC mod -17%.
For O=C(CN1C(=O)c2ccccc2C1=O)Nc1nc(-c2cccc([N+](=O)[O-])c2)cs1 the results were TDP1 inh 3% and N370S GC mod 8%.
For COC(=O)c1ccc(Nc2ncnc3c2cnn3-c2cccc(C)c2)cc1 the results were FEN1 inh -5% and N370S GC mod 1%.
Cc1ccccc1NC(=O)C1CCN(C(=O)NC2CCCCC2)CC1 was read as FEN1 inh -2% and N370S GC mod -8%.
Screening O=S(=O)(c1ccccc1F)N1CCN(CCc2ccccc2)CC1 returned FEN1 inh -1% and N370S GC mod -6%.
Screening CCCCOc1ccc(CNC(=O)CCCN2C(=O)CSc3c2c(C)nn3-c2ccccc2)cc1 returned TDP1 inh 7% and FEN1 inh 1%.
Screening Cn1cnc([N+](=O)[O-])c1SCC(O)CN1CCCCC1 (stereo not given) returned TDP1 inh 4%, FEN1 inh -4% and N370S GC mod -3%.
Screening COc1cccc(OC)c1C(=O)Nc1cc(Cl)ccc1N1CCOCC1 returned TDP1 inh 1%, FEN1 inh -13% and N370S GC mod 10%.
Screening O=C(CSc1nc2c([nH]c3ccccc32)c(=O)n1-c1ccccc1)N1CCOCC1 returned TDP1 inh -1%&7%, FEN1 inh 14%&16% and N370S GC mod 3%.
For Cc1cc(C)c(NC(=O)CSCc2c(C)noc2C)c(C)c1 the results were TDP1 inh 1% and FEN1 inh 0%.
CCOCCCNc1nc2c(c(=O)n(C)c(=O)n2C)n1CCCc1ccccc1 was read as TDP1 inh 1%, FEN1 inh 5% and N370S GC mod -2%.
For CSCCC(NS(=O)(=O)c1ccc2c(c1)c(=O)n(C)c(=O)n2C)C(=O)NC1CCN(Cc2ccccc2)CC1 (stereo not given) the results were TDP1 inh 0%, FEN1 inh 1% and N370S GC mod -13%.
CCN(C(=O)CN1CCN(C)CC1)c1c(N)n(Cc2ccccc2)c(=O)[nH]c1=O was read as TDP1 inh -2% and FEN1 inh 3%.
For CC1=CC(C)(C)N(S(=O)(=O)c2ccc(C)cc2)c2cc(C)ccc21 the results were TDP1 inh 0%, FEN1 inh -6% and N370S GC mod 9%.
`Cc1c(CNC(=O)c2nn3c(c2Cl)NC(c2ccccc2)CC3C(F)(F)F)cnn1C` (stereo not given) gave TDP1 inh 4%, FEN1 inh -18% and N370S GC mod 0%.
`COC(=O)N/N=C/c1ccccc1OCCOc1ccc(OC)cc1` gave TDP1 inh 8%, FEN1 inh -3% and N370S GC mod 10%.
`COCCn1ccc2c(OCC(=O)NCCc3ccccc3)cccc2c1=O` gave TDP1 inh -8%, FEN1 inh -13% and N370S GC mod 1%.
COc1ccc(-c2cccc(NS(=O)(=O)c3cc([N+](=O)[O-])c(C)c([N+](=O)[O-])c3)c2)nn1 was read as TDP1 inh 13%, FEN1 inh 3% and N370S GC mod -8%.
For CN(CC(=O)Nc1ccc(F)c(F)c1F)C(=O)C1CC(=O)N(c2ccc3c(c2)OCCO3)C1 (stereo not given) the results were TDP1 inh -9%, FEN1 inh -5% and N370S GC mod 2%.
COc1ccc(C(=O)c2oc3ccccc3c2NC(=O)COc2c(C)cc(C)cc2C)cc1 was read as TDP1 inh 0% and FEN1 inh 5%.
`C=CCN(c1ccc(C(=O)Nc2cccc(C)c2)cc1)S(C)(=O)=O` gave TDP1 inh 3%, FEN1 inh 0% and N370S GC mod 10%.
Screening O=C(c1ccc(S(=O)(=O)N2CCOCC2)cc1)N1CCN(c2ccccn2)CC1 returned TDP1 inh 0%, FEN1 inh -1% and N370S GC mod 2%.
For COc1ccc(/C=C/C(=O)NCCc2ccc(OC)c(OC)c2)cc1 the results were TDP1 inh 5%, FEN1 inh -3% and N370S GC mod -10%.
